Myeloid diff MLP – myeloid differentiation induction; calls only at 10 µM; ER-HoxA9 myeloid progenitors, lysozyme-GFP differentiation, flow cytometry; actives 1% (n = 360,000);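 active means normalized GFP-positive differentiation at or above the plate's own cutoff, the solvent-only control mean plus 3 SD; inconclusive means no clear call, values can overlap the other calls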;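 further: cells exposed to compound for four days before flow analysis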
Myeloid diff MLP GFP+ MAC1+ % – also measured in Myeloid diff MLP; calls as there; GFP+ MAC1+ double positive, %; measured here: differentiation confirmed by MAC1 staining
An asterisk follows results filed as active; i = inactive; u = inconclusive; x = not tested or not shown; + = active, no number. This is a subset. The share of hits here may be higher or lower than overall.

Results follow in this order: Myeloid diff MLP	Myeloid diff MLP GFP+ MAC1+ %
- CC(=O)c1cccc(-c2ccnc3c2CC(C(=O)NCC2CCOCC2)O3)c1 (stereo unspecified)
→ u	x
- COc1ccc(NC(=O)c2cccc3c(-c4ccc(OC)cc4C)coc23)cc1
→ i	1.1
- CCOC(=O)[C@]12CCCC=C1N(CCc1ccc(OC)c(OC)c1)C(=O)[C@H](CC(=O)N1CCCC1)C2
→ i	4.2
- CCCCNC(=O)C1C(c2ccc(C(F)(F)F)cc2)=Nc2ccccc2N1C(=O)c1ccc2nc(C)[nH]c2c1 (stereo unspecified)
→ i	3.6
- CCc1ccccc1Oc1nc2cc(-c3cccc(OC)c3)sc2c(=O)n1C
→ u	x
- CC1(C(=O)NS(=O)(=O)c2ccc(F)cc2F)CCN1C(=O)c1ccc(C2CCCCC2)cc1 (stereo unspecified)
→ i	0.7
- CC1(C(=O)NCc2ccc3c(c2)OCO3)CCN1C(=O)Cc1cccc2ccccc12 (stereo unspecified)
→ i	0.5
- CC1(C(=O)NS(=O)(=O)c2ccccc2Cl)CCN1C(=O)C1(c2ccc(Cl)cc2)CC1 (stereo unspecified)
→ i	0.9
- O=C(C[C@H]1C=C[C@H](NC(=O)Nc2ccccc2F)[C@@H](CO)O1)NCc1ccc(-c2ccccc2)cc1
→ i	1.9
- O=C(Nc1ccc2c(c1)OCCO2)C(c1ccnc2ccccc12)N1CCC(Cc2ccccc2)CC1 (stereo unspecified)
→ i	0.3

Next part:
Results follow in this order: Myeloid diff MLP	Myeloid diff MLP GFP+ MAC1+ %
- COC(=O)[C@@]12C[C@@H](CC(=O)NCc3cccs3)C(=O)N(Cc3ccc4c(c3)OCO4)C1=CCC(C)(C)C2
→ i	6.5
- CC(C)C[C@H]1CNC(=O)C(=O)N1C[C@@H]1CCCN1C[C@H](Cc1ccc(O)cc1)N1C[C@H](Cc2ccccc2)N(CC2CCCCCC2)C(=O)C1=O
→ i	1.0
- CCCCN(C=O)c1c(CC)nc2c(OCc3cccc(Cl)c3)cccn12
→ i	0.6
- CCc1nc2c(OCc3ccc(C(=O)OC)cc3)cccn2c1N(C)C(=O)c1ccc(C)cc1
→ i	1.9
- O=C(NC1CCCC1)C1c2ccccc2OCC(=O)N1CCCN1CCOCC1 (stereo unspecified)
→ i	0.7
- COc1ccc(CCNC(=O)c2cc3cc(Cl)ccc3nc2N)cc1OC
→ i	1.1
- CC(C)Nc1ncnc2c1ncn2[C@H]1CN(Cc2ccc(-c3ccccc3)cc2)C[C@@H](CO)O1
→ i	0.8
- CCCc1ccc(C(O)c2ncc(-c3ccccc3F)[nH]2)cc1 (stereo unspecified)
→ i	0.9
- Cc1cccc(C)c1NC(=O)CN1CCN(c2ccc(C(F)(F)F)cn2)CC1
→ i	0.9
- Fc1cccc(Cc2c(C3CCCCC3)nc3ccc(Cl)cn23)c1
→ i	1.1

Continued; the last three above are carried over.
Results follow in this order: Myeloid diff MLP	Myeloid diff MLP GFP+ MAC1+ %
- CCCc1ccc(C(O)c2ncc(-c3ccccc3F)[nH]2)cc1 (stereo unspecified)
→ i	0.9
- Cc1cccc(C)c1NC(=O)CN1CCN(c2ccc(C(F)(F)F)cn2)CC1
→ i	0.9
- Fc1cccc(Cc2c(C3CCCCC3)nc3ccc(Cl)cn23)c1
→ i	1.1
- CC1(C)OCC(CNC(=O)c2[nH]c(C(F)(F)F)nc2-c2ccccc2)O1 (stereo unspecified)
→ i	2.0
- O=CNc1cc(-c2cccc(F)c2)cn2c(-c3ccc(F)cc3)cnc12
→ i	0.6
- Nc1ncnc2c1ncn2[C@@H]1O[C@H](C(=O)NCc2ccc3c(c2)OCO3)[C@@H](O)[C@H]1O
→ i	0.7
- CC(=O)Nc1cc(-c2ccc(CO)cc2)cn2c(-c3cccc(C(F)(F)F)c3)cnc12
→ i	0.7
- COC(=O)C[C@@H]1CC[C@@H](NS(=O)(=O)c2cccc(OC)c2)[C@@H](CO)O1
→ i	1.8
- O=C(O)c1ccc(CN2C[C@@H](CO)O[C@@H](n3cnc4c(NCc5ccc(F)cc5)ncnc43)C2)cc1
→ i	0.9
- COC(=O)[C@]12CCCCC=C1N(CCC1=CCCCC1)C(=O)[C@H](CC(=O)N1CCOCC1)C2
→ i	0.9
- Cc1cc(O)ccc1-c1cc(C(=O)NCc2cc(C(F)(F)F)cc(C(F)(F)F)c2)[nH]n1
→ i	0.4
- Cc1ccc2c(c1)N(Cc1ccccc1)C(=O)C(C)O2 (stereo unspecified)
→ i	1.8
- CCOC(=O)[C@]12CCCC=C1N(Cc1ccc(Cl)cc1Cl)C(=O)[C@H](CC(=O)N1CCCC1)C2
→ i	0.0

Remaining list, next part:
Results follow in this order: Myeloid diff MLP	Myeloid diff MLP GFP+ MAC1+ %
- OC(c1ccccc1)c1nc(/C=C/c2ccc(C(F)(F)F)cc2)cs1 (stereo unspecified)
→ i	0.4
- O=C(/C=C/[C@H]1O[C@@H](n2ccc(=O)[nH]c2=O)[C@H](O)[C@@H]1O)NCc1cccnc1
→ i	2.1
- O=C(NCc1ccccc1)C(c1ccc(C(F)(F)F)cc1)n1c(=O)c(-c2cc3ccccc3[nH]2)nc2ccccc21 (stereo unspecified)
→ i	2.1
- CCCS(=O)(=O)NC(=O)C1(C)CCCN(C(=O)c2cccc(Cl)c2)C1 (stereo unspecified)
→ i	0.7
- Cc1cccnc1C(NC(=O)C1CCN(Cc2ccc(Oc3ccccc3)cc2)CC1)c1ccc(F)cc1 (stereo unspecified)
→ i	1.3
- CSc1ccc(C(O)c2ncc(-c3ccccc3Cl)[nH]2)cc1 (stereo unspecified)
→ i	0.4
- O=C(Nc1ccccc1)c1cc(C2CCCCN2C(=O)CCc2ccccc2)on1 (stereo unspecified)
→ i	0.6
- COC(=O)C1(C(=O)OC)C[C@H](/C=C/c2ccccc2)N(Cc2ccccc2OC)[C@@H]1c1ccc(F)cc1
→ i	1.5
- COc1ccc(C(O)c2ncc(-c3ccc(Cl)cc3)[nH]2)cc1 (stereo unspecified)
→ i	2.7
- CN1CCN(C(=O)OC2CC3CC2[C@H]2CCCCN2C3=O)CC1 (stereo partly specified)
→ i	1.0

(cont.)
Results follow in this order: Myeloid diff MLP	Myeloid diff MLP GFP+ MAC1+ %
- COc1ccc(-c2cc3nc(NCc4ccc(NC(C)=O)cc4)n(C)c(=O)c3s2)cc1OC
→ i	1.3
- CN1OC[C@@H]2CN3C(=O)N(c4ccccc4)c4ccccc4[C@@H]3C[C@@H]21
→ i	1.5
- COCCNc1ncnc2c1ncn2[C@H]1CN(Cc2cccs2)C[C@@H](CO)O1
→ i	0.4
- c1ccc(CNc2nc(NCc3cccs3)nc3ccsc23)cc1
→ i	0.9
- CC(O)(c1cccc(F)c1)c1nc(-c2ccncc2)cs1 (stereo unspecified)
→ i	0.4
- O=C(Nc1nc(OCC(F)(F)F)cnc1/C=C\c1ccccc1)c1ccccc1
→ i	0.9
- COc1ccc(S(=O)(=O)NC(=O)C2(C)CCN2C(=O)c2ccc(C(F)(F)F)nc2C)cc1 (stereo unspecified)
→ i	0.6
- O=C(NCc1ccccc1)C(c1ccc(C(F)(F)F)cc1)n1c(=O)c(-c2ccccc2)nc2ccccc21 (stereo unspecified)
→ i	4.0
- COc1ccc(-c2cc(NC(C)=O)c3ncc(-c4ccc(OC)c(OC)c4)n3c2)c(OC)c1
→ u	x
- CCCCCCCCCCC(C(=O)O)C1(C(=O)O)CCC(=O)O1 (stereo unspecified)
→ i	2.1

Full records, quoted from the list:
COc1ccc(-c2cc(NC(C)=O)c3ncc(-c4ccc(OC)c(OC)c4)n3c2)c(OC)c1 is listed with Myeloid diff MLP = u; Myeloid diff MLP GFP+ MAC1+ % = x
O=C(Nc1nc(OCC(F)(F)F)cnc1/C=C\c1ccccc1)c1ccccc1 is listed with Myeloid diff MLP = i; Myeloid diff MLP GFP+ MAC1+ % = 0.9

Next structures
Results follow in this order: Myeloid diff MLP	Myeloid diff MLP GFP+ MAC1+ %
- CCOC(=O)[C@]12CCCC=C1N(Cc1cccc3ccccc13)C(=O)[C@H](CC(=O)NCc1ccccc1)C2
→ i	1.2
- CC1(C(=O)NCc2ccccc2)CN(S(C)(=O)=O)CC(=O)N1CCc1ccccc1 (stereo unspecified)
→ i	2.4
- O=S1(=O)CC(N2CCCCC2)CN1Cc1cn(Cc2cccc(C(F)(F)F)c2)nn1 (stereo unspecified)
→ i	1.1
- CC1(C(=O)NS(=O)(=O)c2ccc(Cl)cc2)CCN1C(=O)CCc1cccs1 (stereo unspecified)
→ i	2.2
- Cn1c(=O)c2c(-c3ccccc3)n(-c3cccc(Br)c3)cc2n(C)c1=O
→ i	1.9
- Cn1cc(CN2CCC(C(=O)NC(c3ccc(-c4ccccc4)cc3)c3cnccn3)CC2)c2ccccc21 (stereo unspecified)
→ u	x
- CCCCCCN1CCN(C2CN(Cc3ccccc3)S(=O)(=O)C2)CC1 (stereo unspecified)
→ i	1.8
- CC(=O)Nc1cc(-c2ccccc2CN(C)C)cn2c(-c3ccc(C(C)=O)cc3)cnc12
→ i	1.2
- CC1(C(=O)Nc2cccnc2)Cc2c(-c3ccccc3)ccnc2O1 (stereo unspecified)
→ i	1.0
- CC1=C(C(=O)N(C(C)C)C(C)C)CC(CC(=O)NC(c2ccccc2)c2ccccc2)C(=O)N1CCC1=CCCCC1 (stereo unspecified)
→ i	0.3

(list continues)
Results follow in this order: Myeloid diff MLP	Myeloid diff MLP GFP+ MAC1+ %
- NC(Cc1ccc(C(F)(F)F)cc1)c1csc(NC(=O)NCCc2ccccc2)n1 (stereo unspecified)
→ i	0.3
- CCNC(=O)C1CCCN(C(=O)Cc2ccc3ccccc3c2)CC1 (stereo unspecified)
→ i	1.0
- COc1cc(-c2ccc(N3C(c4ccsc4)=Cc4ccc(F)cc4C3c3c[nH]c4ccc(C#N)cc34)cc2)cc(OC)c1OC (stereo unspecified)
→ i	1.1
- COCCN(CCOC)Cc1cc(=O)oc2cc(C)ccc12
→ i	0.8
- Cc1cccc(C)c1C(O)c1ncc(-c2cccc(C(F)(F)F)c2)[nH]1 (stereo unspecified)
→ i	0.4
- COc1ccc(NC(=O)C2(C)Cc3c(-c4cccc(C(N)=O)c4)ccnc3O2)cc1OC (stereo unspecified)
→ i	0.7
- COC(=O)c1cnc(NC(=O)C2(C)CCCN(C(C)=O)C2)s1 (stereo unspecified)
→ i	0.5
- CCOC(=O)C1CCCN(C(=O)c2ccc3c(c2)CCO3)CC1 (stereo unspecified)
→ i	3.0
- Cc1ccc(CNc2nc(NCC3CC3)nc3ccsc23)c(C)c1
→ +	5.3*
- CCCc1nc2ccc(C(=O)OC)cn2c1Cc1ccccc1
→ i	1.8

(more compounds)
Results follow in this order: Myeloid diff MLP	Myeloid diff MLP GFP+ MAC1+ %
- Cc1ccc(S(=O)(=O)N2CC3C(=O)CC(c4ccccc4)N(S(=O)(=O)c4ccc(C)cc4)C3CC2c2cccc(Cl)c2)cc1 (stereo unspecified)
→ +	4.7*
- CC1(c2nnnn2-c2ccc3c(c2)OCCO3)CCC(=O)N1CCc1c[nH]c2ccccc12 (stereo unspecified)
→ i	0.9
- COC(=O)c1ccc2nc(-c3cccc(Cl)c3)c(Cc3cccc(Cl)c3)n2c1
→ i	2.1
- O=C(NCc1cccnc1)c1ccc2nc([C@@H]3O[C@H](CO)[C@H](O)[C@H](O)[C@H]3O)[nH]c2c1
→ i	1.9
- Cc1cnc(-c2nc3ccccc3n2C(C(=O)NC(C)(C)C)c2ccccc2)cn1 (stereo unspecified)
→ i	1.4
- CC1(C(=O)NCc2ccc(C(F)(F)F)cc2)CCN1C1Cc2ccccc2C1 (stereo unspecified)
→ i	1.8
- CCCCOCCCNC(=O)C[C@@H]1C[C@@]2(C(=O)OCC)CCCC=C2N(Cc2cccc3ccccc23)C1=O
→ i	0.8
- COC(=O)[C@@]1(Sc2ccccc2)CC(=O)N[C@@H]1c1ccccc1
→ i	1.6
- COc1ccc(CCN2C(=O)COc3ccccc3C2C(=O)NC(C)(C)C)cc1OC (stereo unspecified)
→ i	0.8
- Cc1cc(F)cc(-c2cc(C(=O)NCc3ccccn3)[nH]n2)c1
→ i	0.4

(list continues)
Results follow in this order: Myeloid diff MLP	Myeloid diff MLP GFP+ MAC1+ %
- CCCCNC(=O)C1(C)CCN1C(=O)c1cc(-c2cccs2)oc1C (stereo unspecified)
→ i	0.6
- COc1ccccc1Cc1c(-c2cccc(Br)c2)nc2c(C)cc(Br)cn12
→ i	0.3
- CCOC(=O)[C@]12CCCC=C1N(Cc1ccc(Cl)cc1Cl)C(=O)[C@H](CC(=O)N1CCOCC1)C2
→ i	1.0
- CCCCn1nnnc1C(c1ccccc1)N1CCN(C(C)=O)CC1 (stereo unspecified)
→ i	0.7
- FC(F)(F)c1cc(Cl)c2nc(-c3cccc(Cl)c3)c(Cc3cccc(Cl)c3)n2c1
→ i	0.3
- CC1(C)ON=C(c2cccc(F)c2)NC1=O
→ i	1.8
- CC1(C(=O)NS(=O)(=O)Cc2ccccc2)CCN1C(=O)CCc1ccccc1 (stereo unspecified)
→ i	0.2
- CC(C)n1nnnc1C1c2ccccc2C(=O)N1Cc1cccc(F)c1 (stereo unspecified)
→ i	1.2
- CC(C)NC(=O)C1(C)CCCN1C(=O)c1ccccc1Br (stereo unspecified)
→ i	1.2
- CSc1ccc(Cn2c(C)c(C(=O)NCc3cccc(C(F)(F)F)c3)sc2=O)cc1
→ i	3.0

(listing goes on)
Results follow in this order: Myeloid diff MLP	Myeloid diff MLP GFP+ MAC1+ %
- CC1(C(=O)NS(=O)(=O)c2cccc(F)c2)CCN1C(=O)Cc1cc(F)ccc1F (stereo unspecified)
→ i	0.4
- CCOC(=O)[C@]12CCC=C1N(Cc1ccco1)C(=O)[C@H](CC(=O)NCCc1ccccc1OC)C2
→ i	1.2
- O=S1(=O)CC(N2CCN(CC3CC3)CC2)CN1C1CCCCC1 (stereo unspecified)
→ i	0.2
- COc1ccc(F)cc1-c1cc(C(=O)Nc2ccc(C)c(NS(C)(=O)=O)c2)[nH]n1
→ i	1.8
- CCCCn1nnnc1C(c1ccccc1)N1CCN(c2cccc(C(F)(F)F)n2)CC1 (stereo unspecified)
→ i	1.7

Compound activity from PubChem BioAssay.
